# Screening results deposited in PubChem by NCI.
# yeast mec2-1 – NCI yeast anticancer drug screen, S. cerevisiae mec2-1 strain | 79,000 compounds, 9% hits | % growth inhibition at 50 µM;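 note: 0% = growth of vehicle-only cultures of the same strain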
#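 mec2-1 yeast strain, carrying an alteration in DNA damage repair or cell cycle control, was exposed to compounds; growth inhibition was measured relative to vehicle-treated controls.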
# rad50 – NCI yeast anticancer drug screen, S. cerevisiae rad50 strain | growth inhibition, % at 50 µM | 79,000 compounds, 10% hits | AID 155;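 note: 0% = growth of vehicle-only cultures of the same strain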
#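 Vehicle-treated cultures provide the reference for the growth inhibition reported for compound-exposed, repair-deficient yeast.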
# yeast bub3 – NCI yeast anticancer drug screen, S. cerevisiae bub3 mutant strain; % growth inhibition at 50 µM; 78,000 compounds, 9.9% hits; AID 167;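 note: 0% = growth of vehicle-only cultures of the same strain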
#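 In this screen, a yeast mutant lacking normal mitotic checkpoint function is challenged with compound. Relative growth versus vehicle gives the inhibition value.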
# mlh1 rad18 – NCI yeast anticancer drug screen, S. cerevisiae mlh1 rad18 strain | growth inhibition, % at 50 µM | 79,000 compounds, 11% hits;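 note: 0% = growth of vehicle-only cultures of the same strain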
#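 Vehicle-treated cultures served as the reference for growth inhibition in a yeast strain carrying DNA damage repair alterations exposed to each compound.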
# cln2 rad14 – NCI yeast anticancer drug screen, S. cerevisiae cln2 rad14 strain | % growth inhibition at 50 µM | 78,000 compounds, 8.3% hits;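 note: 0% = growth of vehicle-only cultures of the same strain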
#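 Yeast strain cln2 rad14, bearing defects in cell cycle control and DNA repair, serves as the test system; values reflect growth inhibition compared with vehicle.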
# yeast sgs1 mgt1 – NCI yeast anticancer drug screen, S. cerevisiae sgs1 mgt1 strain | 78,000 compounds, 10% hits | % growth inhibition at 50 µM | AID 161;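 note: 0% = growth of vehicle-only cultures of the same strain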
#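 This yeast growth screen uses a strain with defined DNA-repair lesions; compound-treated growth is compared with vehicle-treated growth.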
# An asterisk follows results filed as active; x = not tested or not shown. Cut-off read from the data, not from the text of the source: active = growth inhibition above about 70%; inactive = the rest.
SMILES,yeast mec2-1,rad50,yeast bub3,mlh1 rad18,cln2 rad14,yeast sgs1 mgt1
C(=Nc1ccccc1-c1ccccc1N=Cc1ccccc1)c1ccccc1,7,8,-8,-18,7,-1
COC(=O)NC12CC3CC(CC(F)(C3)C1)C2,-17,6,-22,-21,3,-29
COC(=O)C(=O)C(C(=O)C(=O)Nc1ccccc1C(C)=O)c1nc2ccc(C(=O)c3ccccc3)cc2[nH]c1=O (centres undefined),-7,26,5,24,29,34
C=C1C(=O)O[C@@H]2[C@H]1CC[C@H](C)[C@]1(O)CCC(=O)[C@@]21C,-14,-5,-5,3,8,14
O=C1CCN(C(=O)C2=CC(=O)OC2)C1,-2,-15,5,-2,-34,-5
CC(=O)OCC(OC(C)=O)C(OC1OC(COC(C)=O)C(OC(C)=O)C(OC(C)=O)C1OC(C)=O)C(OC(C)=O)c1cnn(-c2ccccc2)n1 (centres undefined),0,-11,-3,-6,-19,-8
COc1ccccc1NC(=O)C(C)C,0,3,7,-4,-20,20
C=C(CN(CC)CC)C1(c2ccccc2)CC2(CCCC2)C(=O)O1 (centres undefined),24,21,10,6,4,1
Cc1cccc2c(=O)n3c(cc12)-c1[nH]c2ccccc2c1CC3,-9,17,x,51,x,x
Nc1c(Cl)cc2c(c1Br)C(=O)c1ccccc1C2=O,-4,14,12,20,23,1
Cc1ccc(S(=O)(=O)CCN2CCCC2)cc1,-15,-4,8,-10,-47,-6
O=C(NNC(=O)c1cc(Br)ccc1Br)c1cc(Br)ccc1Br,-14,-7,8,-1,11,7
CC(=O)NC1C(OC(C)=O)C(OC(C)=O)C(COC(C)=O)OC1[N+](=O)[O-] (centres undefined),2,1,-4,19,-5,5
CC(=O)Oc1c(C(C)C)cccc1C(C)(C)C,-10,-11,-34,-14,-14,-1
Fc1cc(F)c(F)c(S)c1F,92*,88*,91*,75*,79*,84*
O=c1c2ccc(S(=O)(=O)c3ccc4c(=O)n5c6ccccc6nc5c5cccc3c45)c3cccc(c32)c2nc3ccccc3n12,6,2,-6,23,21,2
NC(=O)NNc1nc(-c2ccccc2)cs1,-4,24,-7,40,1,25
O=C(COc1ccccc1Cl)N1N=C(c2ccccc2)CC1(O)c1ccccc1 (centres undefined),10,-4,20,16,8,25
CC=C(C(=O)OCC)C(=O)OCC,29,5,16,5,57,7
O=[N+]([O-])c1ccc(N2CCCC(n3cccc3)C2)c([N+](=O)[O-])c1 (centres undefined),46,48,68,49,50,61
CCCOC(=O)c1cccc(C(=O)OCCC)n1,24,-5,-8,-14,-22,-1
CC(/C=N/N(C)C)=N\N(C)C,5,-4,32,-21,-60,-6
[O-][n+]1c(-c2ccccc2)cn2ccccc21,-11,5,-13,0,-16,-3
CC1(C)CC(O)CC(C)(C)N1,-9,3,-1,2,-3,-2
Cc1ccc(N)c(C(=O)O)c1,5,14,-9,0,-26,0
O=C1CCCCC/C=C2/CC[C@H](Sc3ccccc3)[C@@H]12,-34,-54,-40,-36,-17,-60
CCOC(=O)NCCNC(=O)OCC,0,9,-12,4,7,1
COC(=O)N/N=C/c1c[nH]c2ccccc12,-18,-5,-17,-25,-97,-10
CCOC(=O)C(=Cn1c(=S)[nH]c2cc(C)ccc21)C(=O)OCC,-39,-20,0,-12,14,-16
COc1ccc(/C=c2\sc3nnc(CCC(=O)Nc4cccc(C(F)(F)F)c4)n3c2=O)cc1,53,30,30,77*,22,45
CCC(=O)NC(Nc1cccc(F)c1C)(C(F)(F)F)C(F)(F)F,23,-22,7,-6,15,-37
COc1ccccc1NC(=O)C1=C(C)NC(C)=C(C(=O)Nc2ccccc2OC)C1c1ccco1,-9,-5,29,-12,4,20
O=C1C=CC(=Nc2cccc3c2-c2ccccc2C3)O1,100*,100*,100*,86*,99*,100*
CC1(C)C(=O)C(C)(C)C1=NNC(N)=S,-25,-4,-12,-13,25,-2
COc1ccc(OC)c(C(O)P(=O)(c2ccccc2)c2ccccc2)c1 (centres undefined),2,12,27,27,12,31
Nc1ccn([C@H]2CO[C@@H](CO)O2)c(=O)n1,-46,-53,-15,-22,1,-19
NC(N)=NCCCC(O)C(=O)O (centres undefined),-12,-11,2,1,-3,-7
CNC(=O)C1=C(C(=O)O)CCCN1,5,4,-6,-4,3,1
c1ccc(CSCc2cnc[nH]2)cc1,1,-1,6,-7,15,-2
Cc1ccc(S(=O)(=O)NN=C2CCCCCCCCCCC2)cc1,-21,-8,9,-2,7,-8

# Look-ups from above.
# For cln2 rad14, CCOC(=O)C(=Cn1c(=S)[nH]c2cc(C)ccc21)C(=O)OCC reads 14
# For yeast mec2-1, CNC(=O)C1=C(C(=O)O)CCCN1 reads 5
# For rad50, COc1ccc(OC)c(C(O)P(=O)(c2ccccc2)c2ccccc2)c1 (centres undefined) reads 12
# For mlh1 rad18, O=C1CCCCC/C=C2/CC[C@H](Sc3ccccc3)[C@@H]12 reads -36
# For cln2 rad14, CCOC(=O)NCCNC(=O)OCC reads 7
# For yeast sgs1 mgt1, O=C1C=CC(=Nc2cccc3c2-c2ccccc2C3)O1 reads 100*

# Later entries.
SMILES,yeast mec2-1,rad50,yeast bub3,mlh1 rad18,cln2 rad14,yeast sgs1 mgt1
CCCCCCCCCc1cc(O)c(O)cc1CCCCCCCCC,25,22,22,2,54,43
COc1ccc(N=C2OC(=O)c3ccccc32)cc1,0,-5,9,-10,-30,-4
Cc1[nH]c(=O)[nH]c(=O)c1Cc1ccc(Cl)cc1Cl,-17,-6,18,-33,7,-14
COc1ccc(/C=C\c2cc(OC)c(OC)c(OC)c2)cc1OC(=O)CC(N)C(=O)O (centres undefined),-10,-20,-2,-6,-7,-9
C[n+]1nc2ccccc2c(=Nc2ccccc2[N+](=O)[O-])[n-]1,-2,10,8,-2,14,23
Cc1cc(C)c(NC(=O)C(Br)C(Br)c2ccccc2)c(C)c1 (centres undefined),-6,12,2,21,24,5
Cc1cc(N)ccc1-c1ccc(N)cc1C,-6,-3,-23,38,-39,4
C=CCc1c(C)cc(C)c(C)c1O,-6,36,17,30,17,29
Cc1ccc(S(=O)(=O)N2CCC[C@@H]2C(=O)O[C@@H]2CCC3CC=CC32)cc1 (some centres undefined),-17,4,-12,0,-2,10
O=C(NC(=O)c1ccccc1F)Nc1ccc(C(F)(F)F)cc1,0,-8,-8,-5,-18,-4
CN(C)c1ccc(CN(Cc2ccccc2)CC(O)c2ccccc2)cc1 (centres undefined),-6,-37,6,1,42,-25
OCC1CCCC1CO (centres undefined),-7,3,13,7,1,1
C[C@]1(CO)[C@H]2CC[C@@]34C=C[C@@](CO)(CC[C@H]3[C@]2(C)CC[C@H]1O)C4,1,5,12,-48,6,40
CN1c2ccccc2C(=O)NC1c1ccc([N+](=O)[O-])s1 (centres undefined),41,63,57,73*,33,72*
Cc1cc(C)cc([C@H](C)N=Cc2cc(Br)ccc2O)c1,96*,96*,95*,98*,86*,90*
COc1ccc(CN=C(N)N)c2ccccc12,-24,-30,-32,-5,-3,-16
CCOC1(OCC)C2(Cl)C(Cl)=C(Cl)C1(Cl)C1C3CC(C12)C1C3C2(Cl)C(Cl)=C(Cl)C1(Cl)C2(OCC)OCC (centres undefined),3,11,-3,11,-9,-20
Clc1nc(N2CCOCC2)c2[nH]c(Cl)nc2n1,10,13,-10,16,12,45
Cc1c(COC(=O)NC(C)C)c(COC(=O)NC(C)C)c(-c2ccccc2)n1-c1ccccc1,-2,-16,-14,64,-8,14
CC1N=C(SCc2ccc(Cl)cc2)N2C(C)N=C(SCc3ccc(Cl)cc3)N12 (centres undefined),-40,-13,6,-7,3,6
COC(=O)c1ccccc1NS(=O)(=O)c1ccc(Cl)cc1,66,42,93*,82*,48,76*
OB(O)CI,-6,-15,5,-14,-1,-1
CCOC(=O)N1C(c2ccccc2)C=CC(c2ccccc2)N1C(=O)OCC (centres undefined),10,21,-1,27,-32,10
CC12CS(=O)(=O)CC1O2 (centres undefined),3,2,2,-13,2,2
CC1(C)CCCOc2ccc(C(=O)O)cc21,1,-1,8,-32,-28,-23
COC(=O)c1ccc(/C=C(\c2ccc([N+](=O)[O-])o2)S(=O)(=O)c2ccc(NC(C)=O)cc2)o1,66,85*,35,88*,72*,91*
COC1OC(COC(=O)c2ccc([N+](=O)[O-])cc2)C(SC#N)C1O (centres undefined),2,27,-11,33,-18,26
S=C(NNC(=S)Nc1ccc(Cl)cc1)NNc1ccccc1,-35,-12,x,2,x,x
Cc1nn(C(=O)CC(=O)Nc2ccc(Cl)cc2)c(C)c1N=Nc1ccccc1C(=O)O,-11,-21,10,-9,18,4
COC(=O)C1=C(C)NC(C)=C([N+](=O)[O-])C1c1cccc(N=O)c1 (centres undefined),72*,74*,90*,84*,57,90*
CC(=O)C[N+](C)(C)C,-17,-13,-21,13,-7,-15
N=C1CCCC1C(=S)SCCC(N)=O (centres undefined),-30,-12,-31,6,7,-51
Cc1ccc2c(/C=C/c3ccc(N(C)C)cc3)ccnc2c1C,85*,71*,79*,82*,30,86*
CCN(CC)CCOC(=O)c1c(C)cc(C)cc1C,-9,-6,-16,-8,-41,5
CCN(CC)c1ccc(NC(=S)Nc2cccc(C(F)(F)F)c2)c(C)c1,22,36,2,19,2,52
CCC(C)C/C(C)=N\NC(N)=O (centres undefined),0,2,-5,6,9,3
CC(C)/C=C1\CCC(CN2CCCC2)C1=O (centres undefined),35,62,41,64,44,49
O=[N+]([O-])c1ccc(S(=O)(=O)N/N=C/c2ccco2)cc1,6,15,13,24,10,1
NNC(=O)Oc1cccc2ccccc12,19,22,36,42,-4,10
CC(C)(C)OC(=O)CC(NC(=O)OC(C)(C)C)C(=O)NC(Cc1ccccc1)C(N)=O (centres undefined),7,-23,14,-11,36,-4

# An excerpt from above in order of heavy-atom count, smallest number first.
SMILES,yeast mec2-1,rad50,yeast bub3,mlh1 rad18,cln2 rad14,yeast sgs1 mgt1
OB(O)CI,-6,-15,5,-14,-1,-1
CC(=O)C[N+](C)(C)C,-17,-13,-21,13,-7,-15
CC12CS(=O)(=O)CC1O2 (centres undefined),3,2,2,-13,2,2
CCN(CC)CCOC(=O)c1c(C)cc(C)cc1C,-9,-6,-16,-8,-41,5
Cc1ccc2c(/C=C/c3ccc(N(C)C)cc3)ccnc2c1C,85*,71*,79*,82*,30,86*

# (next part)
SMILES,yeast mec2-1,rad50,yeast bub3,mlh1 rad18,cln2 rad14,yeast sgs1 mgt1
CC(CCCN1CCCC1)Nc1ccnc2cc(Cl)ccc12 (centres undefined),-17,-12,2,28,-46,-22
CNC(=O)c1ccc(OC)cc1C1(O)c2ccccc2CCc2ccccc21,45,59,59,59,46,80*
c1ccc(-c2c(-c3ccccc3)c(-c3ccccc3)c(-c3ccc(Oc4ccc(-c5c(-c6ccccc6)c(-c6ccccc6)c(-c6ccccc6)c(-c6ccccc6)c5-c5ccccc5)cc4)cc3)c(-c3ccccc3)c2-c2ccccc2)cc1,-7,-11,-12,-27,-26,-18
O=C1CSC(c2c[nH]c3ccccc23)N1c1ccccc1[N+](=O)[O-] (centres undefined),-30,-53,-62,-29,-9,-51
Cn1c(=NCCc2ccccc2)oc2ccc(Cl)cc21,2,6,19,19,73*,30
O=[N+]([O-])c1ccc(NC2C(O)OC(CO)C(O)C2O)c([N+](=O)[O-])c1 (centres undefined),-3,5,6,-1,-7,6
Cc1cc(C(=O)NN)no1,-4,-5,-7,-8,-10,-4
O=C1C=CC(=O)N1c1ccccc1,100*,99*,99*,99*,99*,99*
Cn1c(=O)c2c(nc(N/N=C/c3ccccc3C(=O)O)n2C)n(C)c1=O,-3,-14,-66,-15,12,-8
OC1CN=C2C=CC=CN2C1 (centres undefined),6,-3,5,8,-18,3
OC(Cc1ccc2ccccc2n1)(C(F)(F)F)C(F)(F)F,-44,-54,-30,-22,-4,-37
Cc1cccc(/C=N/NC(=S)N2CCCCCC2)n1,93*,89*,92*,89*,93*,92*
CC(C)CCc1ccccc1O,-21,-15,0,-14,-20,-29
COCCN(C(=O)c1ccccc1)C1CCC2(SCCS2)c2[nH]c3ccccc3c21 (centres undefined),15,16,-2,41,-35,4
COC(=O)/C=C1/CC[C@H]2[C@@H]3CCC4=CC(=O)CC[C@]4(C)[C@H]3C(=O)C[C@]12C,6,43,14,33,-28,14
O=C1CC(SC(=S)N2CCCCC2)C(=O)N1c1ccccc1 (centres undefined),8,-20,7,13,-30,-3
CCOC(=O)c1ccccn1,2,-17,7,-28,-80,-1
Cc1ccc(NC(=O)CNc2ccc3c(c2)Cc2ccccc2-3)cc1,15,-1,35,27,-37,25
